# Compound activity as filed in PubChem BioAssay.
# IEC-6 tox – IEC-6 cytotoxicity, counter-screen for KLF5 inhibitors; luminescence viability; hit rate 0.78% among 290,000; inhibition, % at 5 µM; AID 1825; in the data active = inhibition above about 22%;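 also: 0% = plate median of test compound wells and 100% = cytotoxic reference compound wells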
# HSF1 inhib – HSF1 inhibition | activity change, negative = inhibition, % at 7.5 µM (by protocol) | NIH3T3-HGL HSE-luciferase, MG132-induced, luminescence 8 h; hits give low values | hit rate 0.77% among 300,000;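 active = more than half of replicate wells show activity change below -50%, luminescence cut by over half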;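 also: luciferase reports HSF-1 transcriptional activity via heat shock element; 0% = median of DMSO wells and -100% = zero luminescence signal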
# HIF act – HIF pathway transcriptional activation; hit rate 0.32% among 300,000; activation, % at 7.5 µM (by protocol); U2OS HRE-luciferase reporter, luminescence; normalized: DMSO 0%, desferrioxamine 100%; AID 1910;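 active = mean activation of at least 10% of the iron chelator positive control signal, with at least half of replicates also reaching 10%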
# KLF5 inhibitor – inhibitors of KLF5 expression. DLD-1 KLF5 promoter-luciferase reporter, luminescence. inhibition, % at 5 µM. hit rate 0.23% among 290,000;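 active = inhibition above a per-plate limit of that plate's mean compound inhibition plus 3 SD, cut at about 60% in these data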;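 also: 0% = DMSO wells and 100% = LY294002 at 200 µM; higher means less KLF5 promoter-driven luciferase light; inactives centre near -14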
# aSyn UTR inh – 5' untranslated region of α-synuclein, MLPCN primary screen; hit rate 0.82% among 300,000; alpha-synuclein 5'UTR reporter, inhibitor activity; inhibition, % (tested at 7.5 µM); AID 1813; in the data active = inhibition above about 60%;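 also: H4 neuroglioblastoma cells stably carrying SNCA 5'UTR luciferase fusion; 0% = DMSO wells and 100% = positive control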
# Platelet DG rel – platelet dense granule release activity | human platelet-rich plasma, SFLLRN dense granule ATP release, luminescence | inhibition, %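 (compounds screened at 7.5 µM in platelet-rich plasma)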 | hit rate 0.22% among 300,000 | AID 1663;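 active = mean replicate score, as percent of positive control, at or above 50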
# HSP90 refold inh – blocks HSP90-mediated luciferase refolding in reticulocyte lysate | Rabbit reticulocyte lysate, luciferase refolding luminescence, 3 h | inhibition, % at 5.6 µM | hit rate 0.91% among 290,000 | AID 1789;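 active = inhibition above the screen-wide mean plus 3 SD, computed separately per campaign, cut at about 16% in these data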;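 also: 0% = DMSO wells and 100% = 60 µM geldanamycin wells; inhibitors lower the luminescence because luciferase stays unfolded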
# HSF-1 act – increases HSF-1 driven luciferase reporter signal; NIH3T3-HGL HSF-1 luciferase reporter, MG132, 8 h; 100% = twice DMSO control signal; activation, % at 9 µM; hit rate 1.7% among 300,000; AID 504408;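 active = mean replicate activation of at least 50% with a set share of replicates each reaching 50%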;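 also: 0% = median of the neutral control wells and 100% = twice that signal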
# SKKanGAS inh – blocks kanamycin growth of S. pyogenes SKKanGAS strain. BacTiter-Glo, 6 h. inhibition, % at 7.5 µM. hit rate 1.3% among 300,000;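 active = mean replicate score, as percent of positive control median, at least 50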;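 also: strain carries kanamycin resistance gene driven by streptokinase promoter and grows in 40 µg/ml kanamycin; loss of luminescence reflects streptokinase promoter inhibition or plain growth inhibition; 0% = median of DMSO wells and 100% = positive control at its reference dose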
# AI-2 QS mod – modulators of Vibrio harveyi AI-2 quorum sensing system | hit rate 0.4% among 300,000 | Vibrio harveyi JMH597 AI-2 luminescence/OD600 ratio, 9 h; hits give low values; strain lacks LuxN and CqsS sensors; 0 = neutral-control median | activity change, % at 7.5 µM | AID 2094; in the data active = activity change below about -75%, passing the limit was not always enough;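 also: luminescence divided by OD600 gain over 9 h not by final OD600 alone; inactives centre near 13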
# The depositor's hits bear a star; . = not tested or not shown. Random draw from the library. Share with any hit: about 6%.
SMILES,IEC-6 tox,HSF1 inhib,HIF act,KLF5 inhibitor,aSyn UTR inh,Platelet DG rel,HSP90 refold inh,HSF-1 act,SKKanGAS inh,AI-2 QS mod
O=C(NCCCn1ccnc1)/C(=C\c1cccnc1)NC(=O)c1ccccc1F,-0.8,-0.9,0.7,-0.6,9.6,-3.2,1.1,5.3,8.3,19.0
COc1cc(/C=N/NC(N)=O)ccc1OC(=O)c1cccs1,0.3,5.2,-0.4,10.1,-12.1,15.7,4.4,12.6,1.6,.
O=C(Nc1ccc(F)cc1)Nc1ccc(Cl)cn1,-1.5,8.7,1.6,-67.6,-121.2,-0.4,-0.1,22.5,-5.3,2.6
O=C(COc1ccc2c(C(F)(F)F)cc(=O)oc2c1)Nc1ccc(N2CCOCC2)cc1,-3.0,-8.1,0.1,-24.6,13.3,7.6,-0.2,-20.1,4.4,-2.8
Cc1cc(NC(=O)CSc2nnc(-c3ccncc3)n2Cc2ccccc2)n(-c2ccccc2)n1,5.7,2.7,0.2,-71.1,7.4,11.0,-0.9,14.6,8.1,22.0
O=c1[nH]c(C2CCN(S(=O)(=O)c3ccc(F)cc3)CC2)nc2c1nnn2Cc1ccc2c(c1)OCCO2,-5.6,-2.9,-1.1,-12.6,9.1,-4.9,1.5,15.0,8.2,35.4
O=C(Nn1c(Cc2cccs2)nc2ccccc2c1=O)c1cccs1,-3.5,-5.6,0.1,-20.8,9.6,1.4,-0.9,6.7,3.0,11.7
Cc1cc(NC(=O)c2ccccc2)ccc1NC(=O)c1ccccc1Cl,-3.1,7.7,0.0,-7.1,10.6,-7.2,-0.2,1.2,-2.9,1.9
COC(=O)CCC(=O)NC(=S)Nc1ccc(S(=O)(=O)Nc2cc(C)on2)cc1,-2.2,2.5,0.9,-27.1,-10.8,1.9,-2.7,30.1,-1.2,33.2
Cc1ccc(SCCOCCN2CC(C)OC(C)C2)cc1 (configuration not stated),7.3,1.4,-0.2,11.1,-0.2,-3.5,3.5,7.2,2.2,7.1
COc1ccc(-c2nn(-c3ccccc3)cc2/C=C(\CC(=O)O)c2nc3ccccc3s2)cc1OC,-0.9,-70.3*,0.6,-24.9,6.7,4.1,-2.0,-77.6,27.3,25.4
CCOc1ccc(Oc2nc(N(CC)CC)nc(N3CCOCC3)n2)nn1,-3.7,14.7,0.4,-17.5,-4.5,3.2,17.4*,-6.4,-0.9,40.8
CCc1nn(CC(=O)NCCCN2CCOCC2)c(=O)c2cc3cc(F)ccc3n12,1.1,-4.0,-0.1,-34.3,9.9,1.8,-2.0,22.2,0.9,8.3
CN(C)c1nc(N)nc(CSc2ccccn2)n1,1.8,-1.9,0.8,-36.6,-19.1,-4.1,1.0,-23.0,-1.7,4.1
Cc1ccc(NC(=O)Cc2cn(C)c3ccccc23)cc1F,3.0,-6.7,0.2,0.9,-49.9,7.2,3.5,13.2,-0.6,6.3
COCCNC(=O)CCCN1C(=O)c2ccccc2Sc2ncccc21,-0.9,-0.9,-20.9,-44.8,-8.6,-0.5,-4.5,3.4,-3.1,-3.0
COc1ccc(C2C3C(C)=NN=C3CC(C)(O)C2C(C)=O)cc1 (configuration not stated),1.1,3.0,-0.2,-5.0,1.3,-4.9,-2.5,4.2,-0.3,16.1
CSc1ncnc2sc(C)c(C)c12,-2.3,-5.2,2.0,-3.2,3.9,-2.6,2.3,-3.2,1.5,20.8
CC1CN(C(=O)c2ccc(NS(=O)(=O)c3ccc(C(C)(C)C)cc3)cc2)CC(C)O1 (configuration not stated),2.6,-2.5,1.7,-25.4,-4.8,-1.6,5.5,7.4,-3.4,17.0
CCCCOc1ccc(CNn2c(C)nc3ccccc3c2=O)cc1,-2.9,8.6,-0.3,-14.3,5.3,-5.4,1.4,29.6,-5.1,4.1
COc1ccc(CCNC(=O)N[C@@H](Cc2ccccc2)C(=O)O)cc1,3.4,6.8,-6.3,-24.3,-2.6,-3.7,0.3,7.0,-0.9,10.4
O=C(C1CCCN1S(=O)(=O)c1ccc(Br)cc1)N1CCOCC1 (configuration not stated),1.8,-8.7,-0.2,-16.4,0.2,1.9,-3.2,0.0,-0.4,2.7
Cc1ccc(S(=O)(=O)Nc2nc3c(s2)C(=O)CC(C)(C)C3)cc1,0.9,-9.2,-0.4,-10.5,1.7,-0.1,1.1,10.9,.,4.8
CC(OC(=O)Cc1ccc(F)cc1)C(=O)NCc1ccc2c(c1)OCO2 (configuration not stated),.,0.1,-0.3,.,12.4,-1.5,.,-3.0,-2.5,9.5
Cc1c(Cl)cccc1Nc1nc(N)nc(CSc2ncccn2)n1,2.4,19.8,1.3,-80.0,-77.5,0.9,-1.4,26.5,8.2,16.3

# As entered above:
# For HSP90 refold inh, `COC(=O)CCC(=O)NC(=S)Nc1ccc(S(=O)(=O)Nc2cc(C)on2)cc1` is listed with -2.7
# For HSF-1 act, `COc1ccc(C2C3C(C)=NN=C3CC(C)(O)C2C(C)=O)cc1` (configuration not stated) is listed with 4.2

# (cont.)
SMILES,IEC-6 tox,HSF1 inhib,HIF act,KLF5 inhibitor,aSyn UTR inh,Platelet DG rel,HSP90 refold inh,HSF-1 act,SKKanGAS inh,AI-2 QS mod
COc1ccc(O)c(/C=N/NC(=S)Nc2cccc(S(=O)(=O)N(C)C)c2)c1,0.2,-3.9,42.1*,12.2,74.1*,-4.0,-2.2,1.3,-2.1,-5.2
CCN1CCN(C(=O)c2ccc(CS(=O)Cc3ccc(C)cc3)o2)CC1 (configuration not stated),-4.4,-6.8,0.1,6.0,2.5,-0.8,-6.5,-5.9,1.6,18.5
CCOC(=O)c1cnc2scnn2c1=O,-5.7,-1.0,-0.1,0.1,8.8,5.2,-2.1,-4.9,-1.7,34.5
c1ccc(CCCN2CCN(c3ccccn3)CC2)cc1,-4.9,2.5,0.4,-30.7,-40.9,-6.6,-0.8,-15.0,3.5,7.0
COc1ccccc1N(CC(=O)NC1CCCC1)C(=O)CCC(=O)Nc1ccccn1,-6.3,-1.0,-0.2,-21.8,7.5,7.4,-2.9,17.2,-0.9,2.0
Nc1c(C(=O)NCc2cccnc2)sc(=S)n1-c1ccccc1,-0.5,0.0,0.4,-1.8,18.5,-4.0,-0.8,-10.1,3.3,2.6
O=C(c1sccc1-c1ccccc1)N1CCN(S(=O)(=O)c2ccccc2)CC1,6.9,0.2,-0.3,-18.6,9.3,0.3,2.4,9.6,18.2,1.4
O=C(c1ccc(Nc2cccc(C(F)(F)F)c2)nc1)N1CCCC1,1.0,-0.6,0.2,-16.6,-27.2,-0.2,-1.4,2.2,11.9,0.5
Cc1cccc(C)c1OCc1nnc(SCC(=O)Nc2ccc(N3CCOCC3)cc2)o1,-8.9,-2.7,-0.2,-20.2,-13.3,-2.4,2.1,9.1,-5.6,-2.0
Cc1nn(-c2ccccn2)c2c1C(c1ccncc1)C1=C(CC(C)(C)CC1=O)N2 (configuration not stated),2.9,-4.8,-0.1,-7.0,7.5,-0.7,1.7,3.2,-3.1,6.1
CCOC(=O)c1cc(-c2ccccc2)sc1NC(=O)c1ccc(OC)c(OC)c1,-0.8,-6.0,0.3,-16.8,24.9,19.4,1.5,5.7,0.4,11.2
Cc1ccc(C(=O)NCC2(c3ccccc3)CCCC2)cc1,3.4,-6.8,-0.4,-4.9,25.8,-41.2,0.6,-7.4,7.9,5.1
COCCNC(=O)c1cc2cc(Cl)cc(Cl)c2oc1=O,-5.2,-6.5,-0.3,4.1,-15.6,9.6,-4.6,-2.2,-17.4,12.4
NC(=O)C1=C[C@H](c2coc3ccccc3c2=O)C[C@H](OCCCCO)O1,-7.0,1.1,0.8,-12.2,3.7,-7.0,8.6,9.4,3.7,23.8
Cc1ccc(-c2noc(CN(C(=O)C(c3ccccc3)c3ccccc3)C(C)C)n2)cc1,-0.5,3.2,-0.2,-10.6,25.8,-8.6,2.5,22.0,1.3,25.6
COc1cc(/C=N/N2C(=O)c3ccccc3NC2(C)c2cccc([N+](=O)[O-])c2)cc(Br)c1O (configuration not stated),-2.0,44.0,0.8,-36.3,-46.0,-21.9,-0.8,55.6*,11.2,27.9
c1ccc(Cc2noc(CN3CCN(C4CCc5ccccc5C4)CC3)n2)cc1 (configuration not stated),8.7,-2.9,-0.4,-11.9,-0.7,1.6,2.5,3.8,4.0,15.3
Cc1csc2c(SCC(=O)NNS(=O)(=O)c3cccc(C(F)(F)F)c3)ncnc12,2.0,-2.8,-0.7,-1.2,-17.5,24.5,2.0,6.4,5.5,21.2
CC1(C)Cc2c(ccc3ccccc23)/C(=C/C(=O)N2CCCCC2)N1,6.7,4.3,0.6,-2.7,2.7,4.3,-2.0,3.1,4.1,10.9
CN=c1oc2ccc(Cl)cc2cc1C(N)=O,-5.7,-5.6,1.4,-18.2,12.9,4.4,1.8,-4.8,-3.9,-5.9
Cc1c(CC(=O)O)c(=O)oc2c(C)c(OCc3ccc(F)cc3Cl)ccc12,-5.3,2.8,0.5,-42.6,5.9,-1.8,-10.6,4.5,14.1,-6.1
COc1ccc(S(=O)(=O)N(C)CC(=O)NCc2ccco2)cc1,1.1,0.7,-0.3,-0.3,-6.9,-0.8,0.1,10.6,-5.6,3.6
CCOc1ccc(S(=O)(=O)NC(Cc2c[nH]c3ccccc23)C(=O)O)cc1 (configuration not stated),10.0,-5.2,-1.0,-2.4,24.4,8.5,0.8,-15.7,4.6,1.8

# Of the compounds above, these contain two or more sulfur atoms.
SMILES,IEC-6 tox,HSF1 inhib,HIF act,KLF5 inhibitor,aSyn UTR inh,Platelet DG rel,HSP90 refold inh,HSF-1 act,SKKanGAS inh,AI-2 QS mod
O=C(Nn1c(Cc2cccs2)nc2ccccc2c1=O)c1cccs1,-3.5,-5.6,0.1,-20.8,9.6,1.4,-0.9,6.7,3.0,11.7
COC(=O)CCC(=O)NC(=S)Nc1ccc(S(=O)(=O)Nc2cc(C)on2)cc1,-2.2,2.5,0.9,-27.1,-10.8,1.9,-2.7,30.1,-1.2,33.2
CSc1ncnc2sc(C)c(C)c12,-2.3,-5.2,2.0,-3.2,3.9,-2.6,2.3,-3.2,1.5,20.8
Cc1ccc(S(=O)(=O)Nc2nc3c(s2)C(=O)CC(C)(C)C3)cc1,0.9,-9.2,-0.4,-10.5,1.7,-0.1,1.1,10.9,.,4.8
COc1ccc(O)c(/C=N/NC(=S)Nc2cccc(S(=O)(=O)N(C)C)c2)c1,0.2,-3.9,42.1*,12.2,74.1*,-4.0,-2.2,1.3,-2.1,-5.2
Nc1c(C(=O)NCc2cccnc2)sc(=S)n1-c1ccccc1,-0.5,0.0,0.4,-1.8,18.5,-4.0,-0.8,-10.1,3.3,2.6
O=C(c1sccc1-c1ccccc1)N1CCN(S(=O)(=O)c2ccccc2)CC1,6.9,0.2,-0.3,-18.6,9.3,0.3,2.4,9.6,18.2,1.4
Cc1csc2c(SCC(=O)NNS(=O)(=O)c3cccc(C(F)(F)F)c3)ncnc12,2.0,-2.8,-0.7,-1.2,-17.5,24.5,2.0,6.4,5.5,21.2
